# Source: PubChem BioAssay
# NCI-60 one-dose screen, 48 h, at 10 µM unless noted. Numbers give growth in % (100 = growth as untreated, 0 = no growth, -100 = all killed).
# UACC-257: UACC-257 melanoma | hit rate 4.4% among 78,000 | AID 1794764
# T-47D: T-47D breast cancer | hit rate 5% among 79,000
# SK-MEL-28: SK-MEL-28 melanoma. hit rate 4.1% among 81,000
# HS 578T: HS 578T breast cancer; hit rate 4.1% among 78,000
# MALME-3M: MALME-3M melanoma | hit rate 5.8% among 78,000
# SK-MEL-2: SK-MEL-2 melanoma | hit rate 4.7% among 77,000
# LOX IMVI: LOX IMVI melanoma. hit rate 7.4% among 79,000. AID 1794757
# SK-MEL-5: SK-MEL-5 melanoma. hit rate 6.4% among 80,000
# Starred values were filed as active, the others as inactive; · = not tested or not shown; & = joins results of further samples. How the source made its calls: active means growth percent below 10; inactive means the rest.
Compound	T-47D	LOX IMVI	MALME-3M	UACC-257	SK-MEL-2	SK-MEL-5	HS 578T	SK-MEL-28
COc1ccccc1C=NCCCCCCN=Cc1ccccc1OC	98	104	96	104	104	99	97	101
COc1cc(-c2nn(-c3ccc(Cl)cc3)cc2CO)ccc1O	90	91	112	129	104	98	104	113
CN(Cc1ccccc1)c1nc(Cl)c(C2CC(c3ccc(F)cc3)=NN2c2ccccc2)s1 (stereo not given)	76	90	98	93	84	95	105	98
COc1ccc2sc3c(N)nc4ccccc4c3c(=O)c2c1	38	96	110	109	105	98	94	117
Cc1nn(-c2ccccc2)c(-n2ccnc2)c1/C=N/Nc1nc(-c2ccc(-c3ccccc3)cc2)cs1	43	69	81	77	91	49	67	90
Nc1ncnc2c1N=C(c1ccc(F)cc1)CC(c1cccc(Nc3ccnc4cc(Cl)ccc34)c1)N2 (stereo not given)	93	68	91	106	89	72	68	95
C/C(O)=C(/C=N/C(=S)Nc1ccccc1)C(=O)Nc1ccccc1C	80	94	89	91	114	94	95	110
COc1ccc(/C=C/C(=O)c2ccc(OC)c(OC)c2O)cc1OC	80	78	·	90	88	91	83	100
O=C(O)c1ccc(NC(=O)c2cccc(Nc3ccnc(C(F)(F)F)c3)c2)cc1	94	·	93	99	·	101	98	110
O=C(Nc1ccc(F)cc1)OCCOc1ccc([N+](=O)[O-])cc1	91	100	129	125	108	102	132	117
CC[C@@](C)(NC(=O)[C@H](C)NC(=O)CCNC(=O)C(C)(C)NC(=O)[C@H](C)NC(=O)[C@@H]1CCCN1C(=O)[C@@](C)(CC)NC(=O)[C@H](Cc1ccccc1)NC(=O)C1CCCN1C(=O)C(C)(C)NC(=O)C1CCCN1C(=O)C(C)(C)NC(C)=O)C(=O)NCCC(=O)N[C@@H](CC(C)C)C(=O)NC(C)(C)C(=O)NCCC(=O)N[C@@H](CC(C)C)C(=O)NC(C)(C)C(=O)NC(C)(C)C(=O)N[C@@H](CC(C)C)C(=O)NCCC(=O)NCO (stereo not given in full)	-67*	-100*	-85*	-95*	-89*	-100*	-61*	-84*
COc1ccc([C@@H]2c3[nH]c4ccccc4c3C[C@H]3C(=O)N(C4CCN(Cc5c(F)cccc5F)CC4)CC(=O)N23)c(OC)c1	68	73	82	82	98	58	72	81
COc1cc(/C=C/C(=O)c2ccc(C(F)(F)F)cc2)ccc1Oc1nc(Nc2ccc(F)cc2)nc(N(C)C)n1	45	47	88	75	78	62	92	86
C=CCc1cc(C(=O)OCC)cc(OC)c1O	92	103	109	86	109	96	100	105
Cn1ncc2c(=O)nc3c(-c4nc5ccccc5[nH]4)n[nH]n3c21	89	108	103	100	101	107	98	122
CN(Cc1ccccc1)CC1CCCCC1=O (stereo not given)	94	95	104	98	107	108	101	110
CC(=O)Nc1nc(C)c(C(=O)NNC(=O)Nc2ccccc2)s1	91	98	126	116	30	97	102	105
C=C1SC(=Nc2cccc(OC)c2)N(c2nc(Cl)nc(Cl)n2)C12CCCCC2	100	98	104	100	·	101	112	108
O=C(Nc1csnn1)c1csnn1	100	97	90	108	103	·	96	110
CCN1CCN(CCOc2ccc(CNc3ccc4nc(CCC5CCCCC5)[nH]c4c3)cc2)CC1	-8.0*	-79*	-88*	-69*	-3.5*	-97*	65	-88*
C#CCOc1ccc(C(Nc2cc(C)ccc2C)c2nnnn2C2CCCCC2)cc1 (stereo not given)	68	91	102	94	92	95	85	105
COc1ccc(NC(=O)c2cc(OC)c3c(c2)OCO3)cc1	99	93	99	104	·	108	94	113
COc1cc(C2CC(c3cc(OC)c(OC)c(OC)c3)=Nc3c(N)nc(N)nc3N2)ccc1Oc1nc(Nc2ccc(F)cc2)nc(N(C)C)n1 (stereo not given)	66	10	79	59	83	36	48	74
COC(=O)C(C#N)(C#N)C1N2CN3CN(C2)CN1C3 (stereo not given)	87	96	101	109	107	99	97	102
CCCCCCCN1C(=O)/C(=c2\sc3n(c2=O)C2C(NN=3)N(CC)C(=O)N2CC)c2ccccc21 (stereo not given)	90	91	82	93	105	·	86	101

# Next part (5 carried over from the part before).
Compound	T-47D	LOX IMVI	MALME-3M	UACC-257	SK-MEL-2	SK-MEL-5	HS 578T	SK-MEL-28
C#CCOc1ccc(C(Nc2cc(C)ccc2C)c2nnnn2C2CCCCC2)cc1 (stereo not given)	68	91	102	94	92	95	85	105
COc1ccc(NC(=O)c2cc(OC)c3c(c2)OCO3)cc1	99	93	99	104	·	108	94	113
COc1cc(C2CC(c3cc(OC)c(OC)c(OC)c3)=Nc3c(N)nc(N)nc3N2)ccc1Oc1nc(Nc2ccc(F)cc2)nc(N(C)C)n1 (stereo not given)	66	10	79	59	83	36	48	74
COC(=O)C(C#N)(C#N)C1N2CN3CN(C2)CN1C3 (stereo not given)	87	96	101	109	107	99	97	102
CCCCCCCN1C(=O)/C(=c2\sc3n(c2=O)C2C(NN=3)N(CC)C(=O)N2CC)c2ccccc21 (stereo not given)	90	91	82	93	105	·	86	101
Clc1ccc(-c2nc(-c3cccs3)no2)c(Cl)c1	52	103	103	76	123	84	96	104
CC(C)(O)CN/C=C(\C(=O)OC(C)(C)C)N1C(=O)C2CCCCC2C1=O (stereo not given)	93	99	103	106	116	104	121	105
COc1cc2c(N(c3ccccc3)c3ccccc3)ncnc2c(OC)c1OC	103	98	92	97	97	104	103	101
COc1cccc(C(=O)Nc2cccc(-c3cc(=O)c4c(O)c(OC)c(OC)cc4o3)c2)c1	49	42	71	74	78	51	66	77
O=C([C@@H](COCc1ccccc1)N1C(=O)[C@@H](N2C(=O)OC[C@@H]2c2ccccc2)[C@H]1/C=C/c1ccccc1)N1CCC(CCN2CCCCC2)CC1	77	82	-22*	64	72	82	91	73
C/C(=N/Nc1ccccc1)C(=O)O	77	36	·	96	70	82	93	105
c1ccc2c(c1)ccc1[nH]c3c(c12)CCCC3	106	54	103	105	72	56	89	84
O=C(Nc1cccc2c(OC(=O)C(Cl)Cl)c(N=Nc3ccc(S(=O)(=O)Nc4nccs4)cc3)cc(N=Nc3ccc(S(=O)(=O)Nc4nccs4)cc3)c12)C(Cl)Cl (tested in a mixture with another compound)	96&107	99&101	103&142	118&103	74	103&101	105&100	109&121
C#C[C@]1(O)CCC2C3CCC4=CC(=O)CC[C@@H]4C3CC[C@@]21C (stereo not given in full)	97	90	91	94	106	104	42	108
O=C(NCc1ccccc1)C12CC3CC(CC(C3)C1)C2	100	94	96	98	100	97	100	107
CCCCCCCCCCCCCCCCCCOc1cccc(CC(=O)OCC[N+](CC)(CC)CC)c1	53	56	74	114	84	30	61	93
CN(C)C(=S)Sc1nsc(SC(=S)N(C)C)n1	·	103	86	100	106	101	113	99
COc1ccc(/C=N/C2=C(C#N)C(c3ccccc3)c3c(ccc4ccccc34)O2)cc1 (stereo not given)	36	28	48	62	50	21	17	65
Brc1cnc2ccccc2c1	108	101	95	103	100	106	·	113
C=C1CCC2C3(C)COC(C)(C)OC3CCC2(C)C1C/C=C1/C(=O)OCC1OC(C)=O (stereo not given)	28	8.6*	72	20	49	57	12	70
N#CC1C=CN(CC(=O)c2ccc(Cl)cc2)c2ccc3cccnc3c21 (stereo not given)	81	84	100	100	89	89	92	97
N#C/C(C(=O)c1ccccc1)=C1/C(=O)Nc2ccc(F)cc21	81	100	104	103	108	103	99	108
Cn1c2c(c3ccc(Cl)cc31)-n1cccc1C2=O	95	·	·	106	85	98	104	109
Cc1cc(C)c(O)c(CN(C)Cc2cc(Cl)cc(Cl)c2O)c1	57&62	47&24	81	73&69	111&87	68&73	81&74	103&76
CC1COCC(C)N1 (stereo not given)	101	102	112	111	99	105	105	102
O=C1OC(c2ccc(Cl)c(Cl)c2)=C/C1=C/c1ccc([N+](=O)[O-])cc1	98	99	103	117	121	106	101	108
Cc1cccc2nc3c(n12)C(=O)C(=O)c1ccccc1-3	63	6.4*	64	50	81	30	75	86
CSc1nn2c(=O)c3c4c(sc3nc2n1-c1ccc(C)cc1)CN(C)CC4	94	95	97	·	112	111	104	106
COc1ccc(-c2cc(C)nc3[nH]c(=O)sc23)cc1	-15*	46	95	95	100	80	48	90
NS(=O)(=O)c1cccc(N2C(=O)c3ccc(C(=O)O)cc3C2=O)c1	109	101	113	102	105	102	92	109
C=CCOC1=C(c2ccccc2)C(c2ccc(OC)cc2)N(Cc2ccc(OC)cc2OC)C1=O (stereo not given)	43	81	100	73	·	84	83	113
O=C(Nc1ccc(Oc2cccc(Cl)c2)c(Cl)c1)c1cnccn1	41	30	53	72	44	26	19	65
O=C(O)C(c1ccccc1)N1C(=O)/C(=C/C2=Cc3ccccc3OC2)SC1=S (stereo not given)	100	95	98	101	109	98	89	100
O=C(Nc1cccc(F)c1)c1cc(=O)[nH]c2cc(Br)ccc12	48	43	53	57	41	32	52	62
Cc1cc2nc3c4cc(O)ccc4n(CCN(C)C)c3nc2cc1C	4.8*	·	-62*	-15*	-43*	-27*	14	-8.2*
CC1(C)CCc2cc(-c3ccn(S(=O)(=O)c4ccccc4Cl)n3)ccc2O1	59	84	99	99	102	75	102	100
CCOC(=S)Nc1ccccc1	104	102	123	83	·	110	106	108
O=C(/C=C/c1cn(Cc2ccc(Cl)cc2)c2ccccc12)c1ccc(F)cc1	50	30	80	74	75	89	81	80
OC(Cc1cnc2ccccc2c1)(c1ccccc1)c1ccccc1	93	83	112	108	73	93	81	109
O=C(CSc1nc2sc3c(c2c(=O)[nH]1)CCCC3)NCCO	103	96	94	100	101	97	101	121
Cc1ccc([C@@H]2C[C@H](O)Cc3cc(F)ccc3N2)o1	96	104	105	92	124	121	·	113
CC1CC(N2CSC(=S)N(C3CC(C)CC(C)(C)C3)C2)CC(C)(C)C1 (stereo not given)	78	71	116	76	98	94	101	96
O=[N+]([O-])c1ccc(-n2[nH]nnc2=S)cc1	103	94	89	113	109	122	104	106
CN1c2ccccc2C(=O)N(NC(=O)Nc2ccc(F)cc2)C1c1ccc(F)cc1 (stereo not given)	88	68	82	96	87	80	80	91
COc1ccc(C2CC(=O)Nc3c(-c4ccc(F)cc4)nsc32)cc1 (stereo not given)	85	89	84	97	96	89	104	103
Cc1ccc(NC(=O)Cn2nncc2CN2C(=O)CSC2=O)cc1	101	96	96	104	104	106	95	105
CC(=O)C1=C(C)NC(SCc2nnc(-c3ccc(C)cc3)o2)=NC1c1ccc(F)cc1 (stereo not given)	74	93	98	111	·	99	112	-78*
CCC(C)[C@@H]1NC(=O)[C@@H]2CCCN2C(=O)[C@H](CO)NC(=O)[C@H](Cc2ccccc2)NC(=O)[C@H](C(C)CC)NC(=O)[C@@H]2CCCN2C(=O)[C@H](Cc2ccccc2)NC1=O (stereo not given in full)	97	88	115	88	104	112	115	99
CCN(CC)C1N=C(C)Nc2c1sc(=O)n2-c1ccc(OC)cc1OC (stereo not given)	63	99	115	91	100	64	106	94
CC(=O)NC1=NC(=O)/C(=C\c2cccc(Cl)c2Cl)N1C	87	97	·	88	98	90	94	106
COc1ccc(C(=O)CSc2nc(-c3ccc(C)cc3)c(C#N)c(=O)[nH]2)cc1	93	99	98	100	92	109	112	100
COC(=O)[C@H](Cc1ccccc1)NC(=O)[C@@H](CC(C)C)N1CC=CCN(Cc2ccccc2)S1(=O)=O	104	97	116	99	96	100	103	·
c1ccc(-c2cc3c(ncn4nc(-c5cccnc5)nc34)o2)cc1	99	106	102	94	111	102	101	103
CC[N+](C)(CC)CCOC(C)=O	98	96	85	99	97	101	105	105
COc1ccc(-c2cc(C(=O)N=Nc3c(O)[nH]c4ccc(Cl)cc34)no2)cc1	97	101	107	111	110	101	103	118

# Further compounds.
Compound	T-47D	LOX IMVI	MALME-3M	UACC-257	SK-MEL-2	SK-MEL-5	HS 578T	SK-MEL-28
Cc1[nH]n(C(=S)Nc2nc3cc(Cl)c(F)cc3s2)c(=O)c1N=Nc1ccc(S(=O)(=O)Nc2ccncn2)cc1	100	90	112	113	97	100	109	120
CCOC(=O)Nc1ccccc1NC(=O)c1ccc(NC(=O)c2ccc3c(c2)ncn3-c2ccccc2)cc1	84	70	87	93	87	74	66	79
O=C1C(O)=C(Cl)C(=O)C(O)=C1Cl	105&104	94&115	106&115	115&99	117&110	107&101	106&128	116&103
CCOC(=O)C1CCc2c(ccc3ccccc23)N1CCC#N (stereo not given)	98	86	80	104	134	89	100	91
O=C(O)/C=C/c1ccccc1Br	·	98	106	88	99	98	101	107
CCOC(=O)C1CC1C#N (stereo not given)	93	97	90	99	108	112	104	119
COc1ccc(C2=NN(C(=O)[C@H]3[C@@H](c4ccco4)c4sc(=O)[nH]c4S[C@@H]3C)C(c3ccc4ccccc4c3)C2)cc1 (stereo not given in full)	9.2*	31	51	43	32	37	30	32
Nc1c(C(=O)Nc2ccccc2)sc2nc3c(cc12)CN(C(=O)OCc1ccccc1)CC3	68	41	52	60	32	36	53	62

# Looked up by compound from the list above, 5 records:
Compound	T-47D	LOX IMVI	MALME-3M	UACC-257	SK-MEL-2	SK-MEL-5	HS 578T	SK-MEL-28
CCOC(=O)C1CC1C#N (stereo not given)	93	97	90	99	108	112	104	119
CCOC(=O)Nc1ccccc1NC(=O)c1ccc(NC(=O)c2ccc3c(c2)ncn3-c2ccccc2)cc1	84	70	87	93	87	74	66	79
Cc1[nH]n(C(=S)Nc2nc3cc(Cl)c(F)cc3s2)c(=O)c1N=Nc1ccc(S(=O)(=O)Nc2ccncn2)cc1	100	90	112	113	97	100	109	120
O=C(O)/C=C/c1ccccc1Br	·	98	106	88	99	98	101	107
O=C1C(O)=C(Cl)C(=O)C(O)=C1Cl	105&104	94&115	106&115	115&99	117&110	107&101	106&128	116&103
